ATXN2 expr inh: inhibitors of ATXN2 expression; hit rate 0.72% among 360,000; Potency, µM (series often up to 57 µM), for the others: top-dose activity change, negative = inhibition, hits mostly inhibitors; HEK-293 ATXN2-luciferase reporter, luminescence, 24 h; further: potency means the concentration at half of the fitted maximal effect; on the % scale 0 is the no-effect control and ±100 the full control effect; nearly all actives have a fitted effect of over 55% in size
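ATXN2-luciferase reporter cells (luciferase flanked by upstream and downstream ATXN2 gene portions) were treated 24 h at 37 °C with compounds at up to 57 uM. SteadyGlo luminescence gave expression; GF-AFC fluorescence gave viability.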
S2 tox: viability counter-screen for ATXN expression inhibitors. S2 cells (HEK-293 line with an ATXN2-luciferase reporter) viability, CellTiter-Fluor protease fluorescence, 24 h. Potency, µM (doses to about 56.7 µM), most hits filed as cytotoxic. hit rate 0.49% among 400,000. AID 651635; further: potency means the concentration at half of the fitted maximal effect; nearly all actives have a fitted effect of over 40% in size
KB-3-1 tox: kills parental KB-3-1 adenocarcinoma cells; Potency, µM (titrated, usually from 46.1 µM), for inactives: top-dose activity change, negative = cytotoxic, hits mostly cytotoxic; hit rate 1.4% among 400,000; KB-3-1 viability, CellTiter-Glo ATP luminescence, 72 h; further: potency means the concentration at half of the fitted maximal effect; on the % scale 0 is the no-effect control and ±100 the full control effect; nearly all actives have a fitted effect of over 60% in size
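Cytotoxicity in the drug-sensitive parental line KB-3-1 was scored as loss of CellTiter-Glo luminescence following 72 h incubation with compound. Values come from curve fitting of normalized concentration-response data.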
SW480 rerep: DNA re-replication induction in SW480 cells; Potency, µM (doses to about 46.1 µM), inactives show at the top dose re-replication activation, most hits filed as activators; SW480 DNA re-replication, Hoechst DNA content imaging, 48 h; hit rate 1.8% among 340,000; further: potency means the concentration at half of the fitted maximal effect; % of control where 0% means no effect; nearly all actives have a fitted effect of over 55% in size
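Hoechst fluorescence of nuclei (405 nm excitation, 500-530 nm emission) measured by plate-scanning imager after 48 hr compound exposure at 37 C; re-replication scored as increased number of nuclei with elevated intensity.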
HT1080 IDH1KD tx: kills HT-1080 cells with IDH1 knockdown. HT-1080 IDH1 knockdown viability, ATP luminescence, 48 h. Potency, µM (highest dose often 46.1 µM), inactives show at the highest dose activity, negative = toxicity, most hits filed as cytotoxic. hit rate 2% among 360,000. AID 686971;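 further: potency means the concentration at half of the fitted maximal effect; 0% = DMSO wells and -100% = cell-free medium wells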
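Using the IDH1-knockdown HT-1080 line run in the same batch and compound series as the NT line, viability after 48 h at 37 °C was determined by CellTiter-Glo luminescence and expressed as % activity.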
MCF10A rerep: induces DNA re-replication in MCF 10a normal breast cells; MCF 10A DNA re-replication, Hoechst nuclear intensity, 48 h; Potency, µM (top dose mostly 46.1 µM), for inactives: at the highest dose activity, positive = re-replication, usual class: activators; hit rate 2.9% among 350,000; further: potency means the concentration at half of the fitted maximal effect; % of control where 0% means no effect; nearly all actives have a fitted effect of over 50% in size
HepG2 viability: counter-screen for TGF-b inhibitors: cytotoxicity in HepG2 cells. Potency, µM (series often up to 46.1 µM), for inactives: top-dose activity change, negative = cytotoxicity, usual class: cytotoxic. HepG2 CAGA-GFP viability, ATP luminescence, 18 h. AID 588856. hit rate 0.76% among 410,000; further: potency means the concentration at half of the fitted maximal effect; some results filed as inactive show a strong effect at the top dose
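HepG2 CAGA-GFP cells (1000/well, DMEM with 1% FBS) received compound, then TGF-beta at 500 pg/mL final, and were incubated 18 hours at 37 degrees C. Viability was read by CellTiter-Glo luminescence. Media-only wells were set as complete cell-killing and DMSO as no toxicity.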
IL1B secr inh: inhibitors of inflammasome signaling (IL-1 beta secretion). THP-1 LPS/ATP IL-1B secretion, AlphaLISA, 16 h; stronger effect = lower value. activity change, % at 57.5 µM. hit rate 4.7% among 360,000. AID 743279; in the data active means activity change below about -50%; inconclusive means mostly about -30% to -49%; further: on the % scale 0 is the no-effect control and ±100 the full control effect
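Secreted IL-1B measured by AlphaLISA bead assay after 16 h compound exposure of THP-1 cells; compounds (final up to 57.5 uM) added 1 h before LPS (250 ng/mL) and ATP (1.25 mM) stimulation; lower signal means less secretion.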
HT1080NT lethal: kills 2HG-producing HT-1080-NT fibrosarcoma cells. HT-1080-NT fibrosarcoma viability, CellTiter-Glo ATP luminescence, 48 h. Potency, µM (doses to about 46.1 µM), inactives show at the highest dose activity, negative = less viability, most hits filed as cytotoxic. hit rate 1.6% among 360,000. AID 686970;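 further: NT is the 2HG producing partner of a matched IDH1 knockdown line; potency means the concentration at half of the fitted maximal effect; 0% = DMSO-treated cells and -100% = media-only wells without cells; nearly all actives have a fitted effect of over 55% in size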
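Read-out is CellTiter-Glo luminescence after 10 minutes at room temperature, following 48 hours' compound treatment of HT-1080-NT cells (750 cells/well, RPMI, 5% FBS, 37 degrees C).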
Active calls of the source: *; i = inactive; ? = inconclusive; . = no result given; & = joins results of further samples; [ ] = remark or other dose. Unless noted, the call rests on the fitted dose curve; in most records, active means well fitted curve in the direction sought with a large enough effect; inconclusive means small, poorly fitted or top-dose-only effect, or another doubt; inactive means no such curve, though single readings can be large; an effect the other way counts as inactive or inconclusive.

Values run as follows: ATXN2 expr inh	S2 tox	KB-3-1 tox	SW480 rerep	HT1080 IDH1KD tx	MCF10A rerep	HepG2 viability	IL1B secr inh	HT1080NT lethal
- COc1cc(-c2noc(C)c2C(=O)NCC[C@@H]2CCCN2C)cc(OC)c1OC
→ -4%	i	0%	-61%[inhibitor]	-3%	0%	0%	-5	-1%
- COc1ccc(CCC(=O)Nc2ccc(S(=O)(=O)Nc3nccc(C)n3)cc2)cc1
→ 11%	i	3%	-87%[inhibitor]	7%	-4%	11%	9	5%
- Cc1ccc(-c2n[nH]c(=S)n2-c2ccccc2)cc1
→ 0%	i	?	-2%	12%	0%	2%&-2%	16	11%
- COc1cccc(C2c3[nH]c4ccccc4c3CCN2CCCn2cccn2)c1 (stereo unspecified)
→ -14%	i	-10%	-135%[inhibitor]	-13%	23%	-8%	-19	-15%
- Cc1ccc(CN(Cc2ccco2)C(=O)c2oc3c(C)c(C)ccc3c2C)cc1
→ -14%	i	-1%	.	.	.	-37%	.	.
- CCOC(=O)c1oc2ccccc2c1COC(=O)CNC(=O)c1ccccc1F
→ .	?	9%	.	-2%	.	-2%	72	2%
- CCOC(=O)c1nnc2c(-c3ccc(Cl)cc3)c(C)nn2c1N
→ -2%	i	8%	.	.	.	-1%	.	.
- COc1ccccc1C(=O)N/C(=C\c1cn(S(=O)(=O)N(C)C)c2ccccc12)C(=O)N1CCOCC1
→ -5%	i	6%	-20%	?	1%	5%	26	27%
- COC(=O)CCC(=O)OC1(C)C(=O)C=C2C=C(C3CC3)N(CCN3CCOCC3)C=C2C1=O (stereo unspecified)
→ 5%	i	-6%	?	0%	-1%	-13%	2	-1%
- CCCC(C)c1nnc(NC(=O)CCS(=O)(=O)Cc2ccccc2)s1 (stereo unspecified)
→ -15%	i	10%	-15%	15%	-2%	-5%	-9	25%
- COc1ccc(/C=C/C(=O)Nc2c(C(=O)O)[nH]c3ccccc23)cc1OC
→ -5%	i	-3%	0%	-3%	0%	-2%	34	-1%
- COc1ccc(C)cc1NC(=O)c1ccc(S(=O)(=O)N2CCOCC2)cc1
→ -6%	i	2%	-4%	-1%	-1%	-3%	6	-6%
- CCn1cc(CN2CCCC(CO)(Cc3cccc(Cl)c3)C2)cn1 (stereo unspecified)
→ -2%	i	10%	-5%	18%	1%	2%	2	-1%
- CCc1cccc(C)c1NC(=O)CN1C(=O)c2ccccc2S1(=O)=O
→ 0%	i	3%	0%	11%	3%	3%	8	23%
- COC(=O)CC/C(O)=C1\C(=O)CC(C)(C)CC1=NCCc1nc2ccccc2[nH]1
→ .	i	0%	-35%	1%	6%	0%	6	-1%
- Cc1ccc(NC(=O)COc2ccccc2)c(NC(=O)c2ccco2)c1
→ 2%	i	0%	1%	5%	-18%	-4%	7	12%
- COc1ccc(C2CC(c3ccc4ccccc4c3)=NN2C(=O)CN2C(=O)CCC2=O)cc1 (stereo unspecified)
→ 3%	i	-2%	-1%	-8%	7%	-16%	?	-1%
- Cn1c(=O)c(=O)n(C)c2cc(S(=O)(=O)N3CCc4ccccc43)ccc21
→ -6%	i	0%	4%	-13%	0%	-26%	28	-17%
- FC(F)(F)c1cccc(OCCN2CCN(Cc3ccccc3)CC2)c1
→ ?	i	-10%	1%	0%	26%	-2%	13	-5%
- Cc1cccc(C)c1NC(=O)CCS(=O)(=O)c1cccc2nsnc12
→ 44%[activator]	i	19%	0%	7%	0%	2%	-9	3%
- Cc1cc(C)n(-c2cccc(F)n2)n1
→ -34%	i	-12%	22%	11%	0%	2%	33	7%
- O=C(c1cccc(Oc2ccccc2)c1)N1CCOCC1
→ 5%	i	-4%	-14%	19%	18%	10%	14	16%
- C=CCOc1ccccc1C(=O)/C=C1/C(=O)Nc2ccccc21
→ -14%	?	?	?	?	3.7µM*	6.3µM*	?	?
- COc1ccc(C(=O)Nc2ccc(NC(=O)c3ccco3)c(Cl)c2)cc1OC
→ 3%	i	-7%	-5%	11%	-5%	2%	?	2%
- Nc1nonc1N/N=C/c1c(O)ccc2ccccc12
→ -21%	i	?	2%	?	-10%	-27%	-59*	-17%
- Cc1cc(CNC(=O)c2ccc(C)c([N+](=O)[O-])c2)c2ccccc2n1
→ -23%	i	-16%	24%	-10%	?	-4%	56	1%
- C=CCNC(=O)c1ccccc1NS(=O)(=O)c1ccc(OC)c(C(=O)N2CCOCC2)c1
→ -26%	i	-6%	1%	1%	-6%	0%	-11	-3%
- COc1ccc(Nc2nc(N)c([N+](=O)[O-])c(NC3CCCCC3)n2)cc1
→ ?	.	-26%	?	?	16µM*	22µM*	-95*	16µM*
- Cn1c(=O)c2c(nc(NCCO)n2C)n(C)c1=O
→ 3%	i	2%	1%	16%	-3%	-2%	9	?
- Cc1cn([C@H]2C[C@H](O)[C@@H](/C=C/C(=O)NCC(c3ccccc3)c3ccccc3)O2)c(=O)[nH]c1=O
→ 12%	i	0%	.	2%	.	0%	7	0%
- C#CC[N+]1(CC#Cc2cccc(C)c2)CCCCC1
→ -19%	i	?	-2%	?	2%	0%	11	-22%
- CC(C)Nc1nc(-c2ccccn2)nc(-c2ccccc2)c1C#N
→ ?	i	-3%	?	4%	0%	-16%	-5	14%
- COc1nc(Nc2ccc(-c3nc4ccccc4o3)cc2)nc(N2CCOCC2)n1
→ -9%	i	-17%	?	16%	?	1%	-9	15%
- CCN(CC)S(=O)(=O)c1ccc(C)c(NC(=O)CNCc2ccccc2OC)c1
→ -18%	i	-3%	-7%	-2%	?	-15%	?	-16%
- Cc1ccc(C(=O)COC(=O)CNC(=O)c2ccc(Br)o2)cc1[N+](=O)[O-]
→ .	i	0%	-5%	0%	8%	1%	20	2%
- Cn1c(CN2CCN(CCO)CC2)c(C#N)c2ccccc21
→ -8%	i	?	1%	-6%	13%	9%	38	1%
- COCc1cc(C)nc(SCC(=O)Nc2cc(C(F)(F)F)ccc2N2CCOCC2)c1C#N
→ -22%	i	-1%	?	-21%	?	-17%	-8	-4%
- Cc1cccc(C)c1NC(=O)Cn1nc(C)c2sc3ccccc3c2c1=O
→ 4%	i	7%	.	.	.	3%	.	.
- COc1ccc(-c2c(C(C)=O)c(C)n(C)c2C)cc1
→ -9%	i	-2%	-1%	-3%	16%	18%	1	-2%
- c1ccc(OCCN2CCOCC2)cc1
→ -6%	i	4%	-39%[inhibitor]	8%	0%	6%	29	5%
- Cc1cccc(-c2noc(-c3ccc(NCc4ccco4)c([N+](=O)[O-])c3)n2)c1
→ 45%[activator]	i	-1%	.	.	.	-2%	.	.
- c1cc2c3c(cccc3c1)C(N1CCCCCC1)=N2
→ -7%	i	20%	-1%	-3%	-8%	-5%	5	0%
- COc1ccc(C(=O)Nc2nnc(C)s2)cc1S(=O)(=O)N1CCOCC1
→ 13%	i	21%	-6%	7%	-4%	5%	-19	7%
- COc1ccc(NC(=O)COc2ccc(/C=C/c3cccc[n+]3C)cc2OC)cc1
→ 6%	i	-4%	-16%	-1%	-20%	-1%	-16	10%
- CN(C)CCC(O)c1ccccc1 (stereo unspecified)
→ -6%	i	-1%	-46%[inhibitor]	18%	1%	0%	0	0%
- CCn1c(SCc2nc3ccccc3s2)nnc1-c1ccccc1
→ 73%[activator]	i	6%	0%	0%	5%	-23%	-2	-10%
- CCc1ccc(CC2(O)CC(C)N(C)CC2C)cc1 (stereo unspecified)
→ -8%	i	-1%	1%	9%	?	-83%	-18	11%
- O=C(NCc1ccccc1)C(=O)Nc1c2c(nn1-c1ccc(F)cc1)CSC2
→ -10%	?	-3%	.	.	.	-2%	.	.
- Cc1ccccc1NC(=O)N1C2CCC1CC(O)(c1cccnc1)C2 (stereo unspecified)
→ 7%	i	16%	3%	10%	-8%	10%	8	15%
- CCOC(=O)c1ccc(NC(=S)Nc2cc(C)cc(C)n2)cc1
→ -19%	i	19%	0%	15%	0%	1%	17	16%
- CCCCn1c(=NC(=O)C(C)(C)Oc2ccc(Cl)cc2)c(C(=O)OCC)cc2c(=O)n3ccccc3nc21
→ 0%	i	0%	.	.	.	11%	.	.
- CCOc1ccccc1N1CC(C(=O)Nc2cc(S(C)(=O)=O)ccc2Cl)CC1=O (stereo unspecified)
→ 1%	i	11%	-2%	0%	0%	-18%	3	0%
- CCOc1cc(/C=C/C(=O)OCC(=O)NC2CCS(=O)(=O)C2)ccc1OCc1ccccc1 (stereo unspecified)
→ -23%	?	-1%	-7%	-4%	0%	-4%	14	-1%
- c1ccc2c(C[C@@H]3CNCCN3CCCCC3CCCCC3)cccc2c1
→ -2%	i	0%	-16%	3%	?	-96%	-16	4%
- Cc1c(C=O)c2ccccc2n1CC(=O)NCc1ccc2c(c1)OCO2
→ -27%[11.3 µM]	i	-4%	23%	2%	-2%	15%	-3	2%
- Cc1ccc(C)c(S(=O)(=O)NCc2ccc3c(c2)OCO3)c1
→ 8%	i	-4%	-6%	5%	0%	6%	4	-3%
- COC(=O)c1ccc2c(c1)N(Cc1ccc(Cl)cc1)C(=O)c1ccccc1S2
→ 9%	i	0%	.	.	.	3%	.	.
- Cc1nc(-c2cccc(NC(=O)c3cccs3)c2)cs1
→ 28%	i	-15%	14%	?	6%	-10%	11	-6%
- CCOc1ccccc1NC(=O)COC(=O)C(CC)c1ccccc1 (stereo unspecified)
→ .	i	8%	-17%	7%	5%	3%	-2	3%
- c1ccc(-c2noc(C34CC5CC(CC(C5)C3)C4)n2)nc1
→ 81%[activator]	i	1%	2%	-2%	27%	1%	-6	2%
- O=C(C(=O)N1CCN(c2ccccc2Cl)CC1)c1c[nH]c2ccccc12
→ .	i	3%	-11%	0%	?	-1%	6	10%

Random draw from the library. Share with any hit: about 8.9%.
